Screens deposited in PubChem by National Center for Advancing Translational Sciences (NCATS).
IMPase cell inh = cell-permeable inhibitors of inositol monophosphatase (IMPase) | AID 901 | CHO-M1 cells, IP1 accumulation, HTRF TR-FRET ratio | inhibition (IP1 accumulation), % at 46.1 µM | P97697 | 120,000 tested, under 10 active; active means well fitted curve in the direction sought with a large enough effect in the signal ratio, not every such curve was filed as active; inconclusive means small, poorly fitted or top-dose-only effect, or a change in a side signal; inactive means no such curve, though single readings can be large or run the other way; the % refers to the signal ratio;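 further: cells stimulated with carbachol in lithium chloride buffer; plate controls were DMSO basal wells for no effect and reference inhibitor wells for full effect; higher means more IMPase inhibition seen as more IP1 and lower FRET ratio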
Target sequence (P97697 whole entry, looked up): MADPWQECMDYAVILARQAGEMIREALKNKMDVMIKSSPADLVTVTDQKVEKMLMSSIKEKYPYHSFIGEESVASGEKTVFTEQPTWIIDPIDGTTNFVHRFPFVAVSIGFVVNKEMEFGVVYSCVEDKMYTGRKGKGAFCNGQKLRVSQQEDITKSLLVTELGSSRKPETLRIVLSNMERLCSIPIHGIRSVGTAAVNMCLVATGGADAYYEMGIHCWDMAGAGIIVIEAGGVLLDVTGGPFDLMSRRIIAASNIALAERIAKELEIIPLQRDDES
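CHO-M1, 2000 cells/well, cultured 16–30 h; cpd up to 46 uM; carbachol (50 uM solution, stimulation buffer w/ 50 mM LiCl, pH 7.4), 30 min 37C; IP-One TR-FRET, 10 min RT; Ex 320/Em 665, 620; Hill-fit AC50.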
ALOX15B inhib = inhibitors of human 15-lipoxygenase 2 (ALOX15B); O15296; AID 881; Potency, µM (top dose mostly 57.1 µM), without a hit: at the highest dose activity change, negative = inhibition, actives largely listed as inhibitors; purified 15hLO-2, xylenol orange hydroperoxide absorbance; hit rate 0.56% among 110,000; further: potency means the concentration at half of the fitted maximal effect; nearly all actives have a fitted effect of over 60% in size; many of its hits are not listed in these tables
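Enzyme 50 nM, AA 45 uM, 25 mM Hepes pH 7.5 + 0.01% Triton X-100; cpd preinc 15 min RT, rxn 90 min RT; stop/detect with 200 uM XO + 300 uM Fe(II) in 50 mM H2SO4, 30 min; A573/A405.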
ALOX12 inhib = blocks human 12-lipoxygenase activity. P18054. purified 12-hLO, xylenol orange hydroperoxide absorbance. Potency, µM (top dose mostly 57.1 µM), for inactives: at the highest dose activity change, negative = inhibition, actives largely listed as inhibitors. hit rate 0.12% among 150,000. AID 1452; further: potency means the concentration at half of the fitted maximal effect; nearly all actives have a fitted effect of over 55% in size; many of its hits are not listed in these tables
Target sequence (P18054 whole entry, looked up): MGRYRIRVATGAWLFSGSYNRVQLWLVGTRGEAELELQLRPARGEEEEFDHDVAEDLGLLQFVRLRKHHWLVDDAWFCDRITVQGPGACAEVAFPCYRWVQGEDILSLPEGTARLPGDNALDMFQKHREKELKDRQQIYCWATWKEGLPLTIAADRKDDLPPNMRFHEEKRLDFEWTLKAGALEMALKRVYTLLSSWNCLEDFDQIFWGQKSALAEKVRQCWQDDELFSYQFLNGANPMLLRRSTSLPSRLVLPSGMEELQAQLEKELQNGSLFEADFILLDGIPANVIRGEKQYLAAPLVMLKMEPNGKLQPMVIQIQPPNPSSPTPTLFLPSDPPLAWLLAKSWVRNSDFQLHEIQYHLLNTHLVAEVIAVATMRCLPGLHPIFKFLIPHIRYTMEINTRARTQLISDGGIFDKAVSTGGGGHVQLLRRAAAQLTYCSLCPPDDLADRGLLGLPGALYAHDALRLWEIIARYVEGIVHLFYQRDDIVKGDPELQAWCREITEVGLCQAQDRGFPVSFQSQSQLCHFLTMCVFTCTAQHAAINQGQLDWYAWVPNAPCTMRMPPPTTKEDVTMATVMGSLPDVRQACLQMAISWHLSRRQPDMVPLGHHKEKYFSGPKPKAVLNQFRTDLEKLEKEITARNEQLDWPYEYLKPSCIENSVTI
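150 nM 12hLO, 25 mM Hepes pH 7.0 + 0.01% Triton X-100; cpd preinc 15 min RT; 40 uM arachidonic acid, 30 min RT; Fe-XO 30 min; A573/A405 ratio as read-out.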
PNC inhibitor = blocks assembly of the perinucleolar compartment | hit rate 3.1% among 140,000 | PC3M PTB-GFP, PNC prevalence imaging, 16 h; hits give low values | AID 2417 | activity change (PNC), negative = inhibition, % at 10 µM;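 active means readout at or below -70, meaning at least 70% loss of cells showing the perinucleolar compartment, a nuclear body marking cancer cells; inconclusive means readout between -30 and a set limit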;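 further: plate controls were DMSO wells for no effect and camptothecin positive control wells for full effect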
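Read-out is percentage of cells bearing a perinucleolar compartment, from automated 20x imaging of fixed, Hoechst-stained PC3M PTB-GFP cells. Cells were seeded 4 h, then exposed 16 h to compound (23 nl of library stock) in duplicate plates.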
Numbers without * were called inactive; ? = inconclusive; . = no result given; & = joins results of further samples; [ ] = another dose, or the depositor's remark. Unless noted, the call rests on the fitted dose curve; in most records, active means well fitted curve in the direction sought with a large enough effect; inconclusive means small, poorly fitted or top-dose-only effect, or another doubt; inactive means no such curve, though single readings can be large; an effect the other way counts as inactive or inconclusive. Unless noted, on the % scale 0 is the no-effect control and ±100 the full control effect. Some of the compounds tested; rates above refer to the full screens.

SMILES	IMPase cell inh	ALOX15B inhib	ALOX12 inhib	PNC inhibitor
O=C(Nc1cccc(-c2cn3ccccc3n2)c1)c1cccs1	.	.	-0.3%	?
Cc1cc(OCC(O)CN2CCN(C)CC2)ccc1C(C)C (stereo not given)	?	31.8%[activator]	5.7%	10.5
O=C(NCc1nnc(SCC(=O)N2CCC(Cc3ccccc3)CC2)o1)c1ccccc1F	7.9	.	-2.6%	-27.2
O=C(Cn1nc(Cl)nc1Cl)c1ccc2c(c1)OCCO2	-13.2	-1.3%	0.7%	54.1
CS(=O)(=O)N(CC(=O)Nc1ccccc1Sc1ccccc1)c1cccc(Br)c1	15.7[1.84 µM]	1.8%[11.4 µM]	-4.0%	?
C=CCSc1nnc(NC(=O)CSc2nc3ccccc3[nH]2)s1	-0.3	5.2%	-2.7%	-5.9
COc1ccc(/C(C)=N/NC(=O)CCC(=O)Nc2ccc(Cl)cc2Cl)c(OC)c1	.	.	-3.5%	-10.3
O=C(/C=C/c1ccco1)NCCCN1CCN(CCCNC(=O)/C=C/c2ccco2)CC1	.	.	1.3%	60.0
CN1CCN(c2ccc([N+](=O)[O-])c(Sc3nc4ccccc4[nH]3)c2)CC1	11.4	19.8%	-10.8%	?
CCCC1(c2ccccc2)NC(=O)N(CCN2C(=O)c3ccccc3C2=O)C1=O (stereo not given)	-1.0	-6.5%	-3.8%	?
Brc1ccc(C2=CC(c3cccs3)n3ncnc3N2)cc1 (stereo not given)	-11.1	-18.9%	-20.8%	2.8
COc1cccc(-c2cc(=O)c3cc(NC(=O)c4cccnc4)ccc3[nH]2)c1	.	4.3%[0.0915 µM]	-1.3%[0.00818 µM]	.
Cc1ccc(-c2nc(C#N)c(NCCc3ccccn3)o2)cc1	4.4	0.6%	10.7%	2.8
c1ccc(CCc2nn3c(C4COc5ccccc5O4)nnc3s2)cc1 (stereo not given)	8.4	-3.7%	2.8%	-7.2
NS(=O)(=O)c1ccc(CCNC(=O)CNC(=O)C2CCCCC2)cc1	-4.8	-4.7%	3.0%	24.8

Next part, starting with the last two of the part before.
SMILES	IMPase cell inh	ALOX15B inhib	ALOX12 inhib	PNC inhibitor
c1ccc(CCc2nn3c(C4COc5ccccc5O4)nnc3s2)cc1 (stereo not given)	8.4	-3.7%	2.8%	-7.2
NS(=O)(=O)c1ccc(CCNC(=O)CNC(=O)C2CCCCC2)cc1	-4.8	-4.7%	3.0%	24.8
COCCCn1c(SCc2nnc(-c3ccc(OC)c(OC)c3)o2)nnc1-c1ccncc1	10.3	.	0.8%	-9.7
COc1ccc([C@@H]2[C@@H](C(=O)C(C)(C)C)N3N=Cc4ccccc4[C@@H]3C23C(=O)OC(C)(C)OC3=O)cc1OC	.	.	-2.1%	?
Cn1c(SCC(=O)N2CCCc3ccccc32)nnc1-c1ccco1	0.1	-0.6%	-5.0%	-17.1
CC(C)n1c(NCc2nc3ccccc3n2C)nc2ccccc21	-8.3	18.1%	-1.0%	38.0
O=C(Nc1cccs1)NC1CCCC1	-8.6	?	-18.7%	29.4
Cc1ccccc1NC(=O)Cn1cnc2c(oc3ccccc32)c1=O	6.5	-16.4%	-3.6%	-3.9
CC(NC(=O)Cc1c(F)cccc1Cl)C1CCCO1 (stereo not given)	-2.1	-0.5%	0.9%	-19.4
COc1cccc(OC)c1C(=O)N1CCN(S(=O)(=O)c2ccc(C)cc2)CC1	?	-7.9%	-3.6%	36.8
Cc1nn(-c2ccccc2)c(C)c1/C=C/C(=O)OC(C)C(=O)Nc1ncc(Cl)cc1Cl (stereo not given)	4.7	.	4.3%	32.2
CS(=O)(=O)NCC(c1ccco1)N1CCN(c2ccc(F)cc2)CC1 (stereo not given)	-5.0	.	0.9%	40.9
C[C@@H]1CCN=C(N)S1	3.7&2.5	16.2%&-6.9%	-0.8%&-3.4%	.
COC(=O)c1ccccc1NC(=O)Cn1c(-c2nonc2N)nc2ccccc21	0.8	-4.7%	-4.1%	-97.7*
FC(F)(F)c1cccc(NC(=S)NCC2COc3ccccc3O2)c1 (stereo not given)	.	.	-9.2%	-18.0
O=C(NCC1CCCO1)c1ccc(N2CCCCC2)nc1 (stereo not given)	-3.2[1.84 µM]	7.6%[11.4 µM]	0.1%	6.7
O=C(Nc1ccc(N2CCOCC2)cc1)C1CCCN(S(=O)(=O)c2cccc(C(F)(F)F)c2)C1 (stereo not given)	3.8	-4.3%	-2.8%	-17.5
COc1cccc(/C=N/Nc2ncnc(N)c2[N+](=O)[O-])c1OC	3.2	-7.4%	-6.9%	33.2
O=C(CC12CC3CC(CC(C3)C1)C2)NC(=S)N1CCCCC1	-10.3	.	-3.4%	19.0
CC(=O)Nc1ccc(N2N=C(C)C(N=Nc3ccccc3)C2=O)cc1 (stereo not given)	.	.	-2.3%	-10.4
O=C(c1ccccc1)c1nccc2ccccc12	.	.	-3.1%	31.6
CCSc1nc2c(c(=O)[nH]1)C(c1cccs1)C(C(=O)OC)=C(C)N2 (stereo not given)	.	.	-2.1%	28.6
Cc1cccc(-c2noc(CN(C)S(=O)(=O)c3cc(Cl)ccc3Cl)n2)c1	7.4	1.6%	-8.6%	-12.2
COc1ccc(NC(=S)Nc2ccc(C)c(S(=O)(=O)N3CCCCC3)c2)cc1	.	.	-14.4%	?
COc1nc(Nc2ccc(C(C)C)cc2)nc(OC)n1	5.0	.	-3.2%	?
CCn1c(COc2cccc(OC)c2)nnc1SCC(=O)Nc1ccccc1C(=O)OC	3.2	-0.6%	0.3%	34.1
CCOc1cccc2sc(=NC(=O)c3ccc(S(=O)(=O)N4CCOCC4)cc3)n(C)c12	1.7	-29.7%	-0.5%	-2.7
Cc1ccc(C(=O)c2c(NC(=O)c3cccnc3)sc3c2CCCC3)cc1	9.1	7.3%	-25.6%	17.1
Cc1cccc(-n2ncc3c(NCc4ccccn4)ncnc32)c1	4.7	10.8%	-2.6%	18.9
Cc1ccc2nc(C)/c(=N\O)c(C)nc2c1	-21.0	-8.5%	-0.4%	14.1
CCCn1c(=N)c(C(=O)NCC2CCCO2)cc2c(=O)n3cccc(C)c3nc21 (stereo not given)	-14.6	-21.1%	-5.9%	-11.5
COc1ccc(-n2ncc3c(NCCCN4CCOCC4)ncnc32)cc1	18.5	23.8%	2.2%	22.5
CC(C)OCCCNC(=O)c1cc2c(s1)CS(=O)(=O)C2	0.7	-2.2%	1.3%	38.6
CCc1sc(N2C(=O)C3C4CCC(C4=C(C)C)C3C2=O)nc1-c1ccccc1 (stereo not given)	2.3	0.2%	2.6%	19.1
Cc1ccc(C)n1N1C(=O)/C(=C\c2ccc(Cl)cc2)SC1=S	0.9	?	-9.1%	72.1
CCN(CC)c1ccc(NC(=O)COC(=O)COc2ccccc2[N+](=O)[O-])cc1	.	.	-0.4%	-4.2
Cc1sc(N)nc1-c1cccs1	8.6	.	-2.8%	-16.1
O=C(O)c1ccc([N+]2=Cn3c(nc4ccccc43)C2)cc1	.	-5.9%[11.4 µM]	-1.2%[11.4 µM]	.
NC(=O)c1ccsc1NC(=O)COC(=O)C1CCCN1C(=O)c1cccs1 (stereo not given)	7.1	6.1%	2.1%	-2.1
COc1cc(OC)cc(-c2nnc(SCC(=O)N3CCCC3)o2)c1	3.7	-6.1%	-3.1%	2.6
CN(C(=O)COC(=O)c1ccc(Cl)cc1N)C1CCS(=O)(=O)C1 (stereo not given)	-3.4	6.5%	4.6%	?
CC1(C)C2CCC1(C)C(NC1=NCCC1)C2 (stereo not given)	-3.9	2.8%	1.5%	-19.6
COc1ccc(Cn2c(C)cc3c(c2=O)C(c2cccs2)C(C#N)=C(N)O3)cc1OC (stereo not given)	1.2	?	-0.1%	6.8
NC(=O)C1(N2CCCCC2)CCN(C(=S)Nc2ccccc2)CC1	.	.	-3.1%	-25.7
c1ccc(Cn2c(CNc3nc4ccccc4n3CCN3CCOCC3)nc3ccccc32)cc1	14.3	17.1%	7.2%	3.4
COc1ccc(NC(=O)C(NC(=O)c2ccc(=O)[nH]c2)c2ccccc2)cc1 (stereo not given)	-0.5	.	-2.2%	?
CC(Oc1ccc(Cl)cc1Cl)C(=O)NC1CCSC1=O (stereo not given)	-4.2	2.7%	-0.1%	11.9
COCCNC(=O)CS(=O)Cc1nc(-c2ccc(OC)cc2)oc1C (stereo not given)	-7.4	-5.5%	5.2%	29.6
O=C(COc1ccc(Cl)cc1)NC1CCSC1=O (stereo not given)	5.6	-1.3%	-0.5%	13.9
CC(C)C[C@H](N)c1nnc(S(=O)(=O)Cc2ccc(F)cc2)o1	1.6	?	-13.1%	-13.1
O=C1CC(C(=O)Nc2ccccc2)N=C(N2CCOCC2)N1 (stereo not given)	-2.6	-4.4%	-1.4%	28.9
Cc1ccc2c(c1)c1c(n2CC(O)CN2C(=O)CNC2=O)C(=O)CCC1 (stereo not given)	-8.3	-5.1%	3.9%	-8.0
CCOCCCNC(=O)c1c[nH]c2cc(C)ccc2c1=O	9.8	0.2%	0.1%	-1.8
Cc1cc(N2CCN(Cc3ccc4c(c3)OCO4)CC2)n2ncnc2n1	?	1.2%	2.2%	41.7
CN(CC(=O)NC(=O)NCc1ccccc1)Cc1cccc(Cl)c1Cl	.	.	-3.7%	?
COC(=O)Cn1ncc2c(C)n(Cc3ccccc3)c(C)c2c1=O	-6.5	-1.8%	6.0%	6.0
Cc1nc(CN2CCN(C(=O)c3ccc(Br)cc3)CC2)cs1	11.8	6.4%	-2.5%	?
NC(=O)[C@@H]1CCCNc2c(I)cc([N+](=O)[O-])cc2C(=O)N[C@@H](CO)C(=O)NCC(=O)N1	.	.	-3.5%	40.5
O=S(=O)(NCc1cn2ccsc2n1)c1ccc(Oc2ccccc2)cc1	7.9	19.3%	6.4%	18.5
CC(=O)N1C2(C=CC1(C)C(=O)NCc1ccccn1)CCCCC2 (stereo not given)	.	15.2%	-3.5%	.
COc1ccc(CCN(C)CCCOc2ccc(S(=O)(=O)c3[nH]c4ccccc4c3C(C)C)cc2)cc1OC	4.0	3.3%	-2.0%	.
Cc1ccc2c(c1)-c1c(cnn1CC(=O)O)CO2	0.5	8.1%	0.6%	-15.7

2 entries picked at random from those above, as already listed:
SMILES	IMPase cell inh	ALOX15B inhib	ALOX12 inhib	PNC inhibitor
NC(=O)c1ccsc1NC(=O)COC(=O)C1CCCN1C(=O)c1cccs1 (stereo not given)	7.1	6.1%	2.1%	-2.1
O=C(O)c1ccc([N+]2=Cn3c(nc4ccccc43)C2)cc1	.	-5.9%[11.4 µM]	-1.2%[11.4 µM]	.

Later entries.
SMILES	IMPase cell inh	ALOX15B inhib	ALOX12 inhib	PNC inhibitor
OCCSc1nc(-c2cccnc2)nc2ccccc12	-2.5	-2.0%	-0.6%	-14.8
Cc1ccc2[nH]c3c(c2c1)CCCC3=O	-4.4	-4.0%	1.5%	-5.3
Cc1c(C(=O)Nc2c(C)n(C)n(-c3ccccc3)c2=O)oc2ccccc12	13.4	-0.5%	2.0%	?
COc1cc(OC)c(OC)cc1/C=N/NC(=O)C[n+]1ccccc1	.	.	1.3%	118.8
COc1ccc(-c2nc(N)n[nH]2)cc1	3.4	5.6%	2.0%	3.7
Fc1ccc(C(c2nnnn2Cc2cccs2)N2CCN(C3CCCCC3)CC2)cc1 (stereo not given)	-5.3	45.0%[activator]	-4.2%	?
CC1CCN(CC[S-])CC1.O.O.[Cl][Pt]	.	-22.4%[11.4 µM]	1.2%[11.4 µM]	.
Cc1ccsc1C(C(=O)NC1CCCCC1)N(C(=O)Cc1cccs1)C1CC1 (stereo not given)	10.1	-1.0%	0.5%	3.4
Cc1cc(C(F)(F)F)nn1-c1nc(-c2ccco2)cc(C(F)(F)F)n1	-0.3	13.2%	1.0%	-13.0
